E-sel inducer: E-selectin induction in HUVECs, primary screen, imaging, HUVEC, immunofluorescence imaging, single point. activation, % at 7.58 µM. normalized: neutral wells 0, TNF-alpha wells 100. P16581. actives 0.37% (n = 260,000);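 active means mean E-selectin-positive cell signal at least 10% of the positive control, reached in at least 60% of replicates, without over 20% cell loss; inconclusive means no rule given, readout overlaps actives, possibly toxicity-flagged; inactive means the rest, including those meeting only one limit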;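 further: in these data hits start at about 27%; measured in HUVEC primary endothelial cells; signal is the percent of cells scored E-selectin positive by PE staining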
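Test system: HUVEC | Signal: Immunofluorescence imaging | Read-out: Percent E-selectin-positive cells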
XiGFP reactiv: activators of inactive X chromosome reactivation, primary screen, imaging, XiGFP fibroblasts, GFP high-content imaging, set 2 | activation, % at 7.58 µM | XiGFP mouse fibroblasts, % GFP-positive cells imaging, 3 d; cells co-treated with 5-aza-dC sensitizer; scaled so ellipticine positive control = 100% | actives 0.055% (n = 360,000);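 active means mean normalized replicate activation at least 10% and every replicate at or above 10%; inconclusive means only one of the two criteria met; inactive means mean below 10% and not all replicates reach 10%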;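 further: 0% = median of on-plate neutral control wells and 100% = ellipticine 6 µM median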
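System: XiGFP fibroblasts, SV40-immortalized. Medium: DMEM plus 5-aza-dC sensitizer. Doses: single point. Timing: 3 d treatment, 15 min room-temperature fixation. Control set: ellipticine 6 µM.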
FN deposit inh: inhibitors of fibronectin matrix deposition, primary screen, AH1F cells, Alexa488-fibronectin fluorescence, plate reader; AH1F fibroblasts, overnight; actives 0.086% (n = 350,000); AID 743247, 2014; inhibition, % at 12.6 µM;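 active means mean inhibition across replicates of 30% or more, regardless of how many single replicates reach that level; inconclusive means mean under 30% yet at least half of replicates reach 30%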;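 further: positive control wells lacked labelled fibronectin entirely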
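Material – AH1F fibroblast monolayer, labelled fibronectin deposition · Reagent – labelled fibronectin 24 nM · Timing – 1 h adhesion, overnight exposure · Measured by – fluorescence at 485 nm excitation, 525 nm emission · Read-out – inhibition of fibronectin deposition signal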
RAD54 inh: inhibitors of human RAD54 branch migration, primary screen, biochemical, fluorescence, single point; DNA repair and recombination protein RAD54-like (Homo sapiens), Q92698; AID 602329, 2012; inhibition, % at 10.4 µM; actives 0.14% (n = 360,000); RAD54 Holliday junction branch migration, FAM/BHQ fluorescence;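 active means mean normalized replicate activity at least 40 and at least half of replicates scoring 40 or more; inconclusive means only one of the two criteria met; inactive means mean below 40 and under half of replicates reaching 40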;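 further: 0% = median of neutral control wells and 100% = median of positive control wells; inhibitors cause a drop in the FAM fluorescence signal; in these data hits start at about 50%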
Target sequence (Q92698 whole entry, looked up): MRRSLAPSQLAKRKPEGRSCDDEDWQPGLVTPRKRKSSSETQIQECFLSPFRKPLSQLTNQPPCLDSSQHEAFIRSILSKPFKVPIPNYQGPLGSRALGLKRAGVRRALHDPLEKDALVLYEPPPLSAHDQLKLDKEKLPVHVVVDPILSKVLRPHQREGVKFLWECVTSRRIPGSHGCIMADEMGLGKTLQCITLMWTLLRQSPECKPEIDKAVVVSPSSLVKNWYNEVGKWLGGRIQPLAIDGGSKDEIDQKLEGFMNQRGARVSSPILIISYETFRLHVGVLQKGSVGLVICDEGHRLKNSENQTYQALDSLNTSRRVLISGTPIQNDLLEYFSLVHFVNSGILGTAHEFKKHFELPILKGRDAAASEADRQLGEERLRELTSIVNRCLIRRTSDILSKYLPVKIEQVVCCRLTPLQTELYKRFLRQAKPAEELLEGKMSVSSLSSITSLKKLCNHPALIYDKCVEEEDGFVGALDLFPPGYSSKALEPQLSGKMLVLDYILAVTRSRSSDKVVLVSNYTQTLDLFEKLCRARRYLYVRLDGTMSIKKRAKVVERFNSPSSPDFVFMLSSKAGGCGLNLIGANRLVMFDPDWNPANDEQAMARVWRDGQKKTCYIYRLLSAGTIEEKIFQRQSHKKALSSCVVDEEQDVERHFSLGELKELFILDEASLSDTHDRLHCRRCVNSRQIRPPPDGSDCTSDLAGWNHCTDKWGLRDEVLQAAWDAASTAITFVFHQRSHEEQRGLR
RAD52 inh: RAD52 DNA annealing inhibitors, primary screen, biochemical, FRET, single point, set 2; DNA repair protein RAD52 homolog (Homo sapiens), P43351; recombinant RAD52 DNA annealing, FRET fluorescence; inhibition, % at 18.7 µM; actives 0.46% (n = 360,000); AID 651710, 2012;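 active means every replicate showing at least 50% inhibition; inconclusive means mean inhibition at least 50% but not in every replicate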
S100A4 MyoIIA: inhibitors of S100A4-myosin IIA peptide binding, primary screen, biochemical, fluorescence polarization, TAMRA-MyoIIA peptide | Protein S100-A4 (Homo sapiens), P26447 | inhibition, % at 10.7 µM | actives 0.14% (n = 360,000);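 active means mean inhibition of at least 70% across replicates, with every replicate also reaching that level; inconclusive means mean inhibition reaches 70% but some replicates fall short; inactive means mean inhibition below 70%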
Target sequence (P26447 whole entry, looked up): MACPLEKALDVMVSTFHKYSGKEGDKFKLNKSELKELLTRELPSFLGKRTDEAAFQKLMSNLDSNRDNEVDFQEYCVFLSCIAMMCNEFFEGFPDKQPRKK
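System – human S100A4 monomer protein, biochemical binding assay · Buffer or medium – Calcium-containing HEPES buffer, pH 7.2 · Timing – 5 min between mix addition and reading · Also added – TAMRA-labelled myosin IIA heavy-chain peptide probe, 5 nM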
EWS-Fli inh: EWS/Fli-driven NR0B1 reporter inhibitors, primary screen, A673 cells, NR0B1 luciferase, luminescence, MLPCN library; viability-normalised; inhibition, % at 12.6 µM; actives 0.67% (n = 350,000); AID 651661, 2012;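 active means mean inhibition of at least 50% after viability correction, with every replicate also passing that limit; inconclusive means mean reaches 50% but only one of two replicates passes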;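 further: firefly luciferase signal divided by Alamar Blue viability fluorescence both relative to DMSO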
esBAF inh: Bmi1 luciferase reporter increase in mESCs, primary screen, esBAF inhibitor project, mouse ES cells, Bmi1 luciferase knock-in, single point; actives 2% (n = 350,000); reporter increase, % at 12.5 µM; 24 h; 100% = twice the neutral-well signal; in the data active means activation above about 40%; inconclusive means no clear call, values can overlap the other calls;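 further: 0% = median of the plate's neutral control wells and 100% = double that signal; a rise in the Bmi1 reporter signal indicates esBAF inhibition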
An asterisk follows results filed as active; ? = inconclusive; . = not tested or not shown.

nr	Compound	E-sel inducer	XiGFP reactiv	FN deposit inh	RAD54 inh	RAD52 inh	S100A4 MyoIIA	EWS-Fli inh	esBAF inh
1	Cc1ccc(-c2cn(S(=O)(=O)c3cccc([N+](=O)[O-])c3)nc2N)cc1	0.7	0.1	-2	4	1	1	13	15
2	O=C(c1ccccc1)c1ccc(C(=O)N2CCOCC2)cc1	.	.	.	-7	-12	0	.	-11
3	C[C@H](CO)N1C[C@H](C)[C@H](CN(C)C(=O)Nc2ccc(F)cc2)Oc2c(NC(=O)CCCCCC(=O)Nc3ccccc3N)cccc2C1=O	-3.2	0.0	.	.	9	-4	17	.
4	O=C(NCC(=O)N(c1ccc(F)cc1)C(C(=O)NC1CCCC1)c1cccnc1)c1cccs1 (configuration not stated)	.	0.0	-24	2	-27	-9	2	0
5	CCc1ccc(N2CC(C(=O)N3CCN(c4ccc([N+](=O)[O-])cc4)CC3)CC2=O)cc1 (configuration not stated)	0.2	0.0	.	-8	-59	0	3	4
6	CCC(=O)Nc1ccc2c(c1)C(=O)N(C)[C@@H]1CC[C@@H](CC(=O)NCCc3ccncc3)O[C@@H]1CO2	0.1	0.1	4	.	.	.	6	4
7	C[C@H]1CN([C@@H](C)CO)C(=O)c2cc(-c3ccncc3)cnc2O[C@@H]1CN(C)C(=O)C1CCOCC1	-0.6	-0.5	-7	3	-24	4	3	1
8	CO[C@H]1CN(C)C(=O)c2cc(NC(C)=O)ccc2OC[C@@H](C)N(Cc2nccs2)C[C@H]1C	0.2	0.2	5	-1	2	-3	-4	-6
9	COc1cccc(NC(=O)CSc2nc3c([nH]c4ccccc43)c(=O)n2C)c1	6.4	1.0	22	.	-8	3	32	.
10	CNC(=S)N1CCn2cccc2C1c1cc(OC)c(OC)c(OC)c1 (configuration not stated)	.	0.3	.	.	-57	-2	4	.
11	O=C(Nc1ccc(F)cc1F)C1CC(=O)N(Cc2ccccc2)C1 (configuration not stated)	.	0.2	-6	6	-8	-7	3	0
12	CSc1ccc(C(=O)C2CCCN(C(=O)c3ccc4c(c3)OCO4)C2)cc1 (configuration not stated)	.	0.3	9	2	-5	2	.	8
13	CCN1CCN(c2ccc(S(=O)(=O)N3CCCCC3)cc2NC(=O)COc2ccc(Cl)c(C)c2)CC1	-0.4	1.0	.	2	-8	-18	.	-1
14	CC(NC(=O)c1ccc(NC(=O)CC2SC(N3CCCC3)=NC2=O)cc1)c1ccccc1 (configuration not stated)	17	0.1	8	0	-9	1	3	-2
15	CN1CCN(c2ccc(S(=O)(=O)N3CCCCC3)cc2NC(=O)Cc2ccccc2F)CC1	-0.1	-0.1	4	-12	.	.	.	.
16	CCOC(=O)N1CCC(N2CCN(c3ccccc3)CC2)CC1	?	-0.1	1	1	-5	8	-5	-2
17	CC(C)[C@H](NC(N)=O)C(=O)Nc1ccc(OCc2ccccc2)cc1	-0.1	0.3	2	.	-16	-10	-15	.
18	CC(=O)NNC(=O)CCn1nnc2ccccc21	3.4	0.1	-1	-6	-7	0	-4	-2
19	COc1cc(CN2C[C@@H](CO)O[C@@H](n3cnc4c(NCc5ccc(F)cc5)ncnc43)C2)cc(OC)c1OC	-0.1	0.1	20	-1	-1	-12	0	10
20	COc1ccc(NC(C)=O)cc1NS(=O)(=O)c1cn(C)c(=O)n(C)c1=O	0.0	0.1	7	-14	-10	-1	-20	2
21	CCOC(=O)CNc1ncnc2nc[nH]c12	-0.6	0.0	-1	-7	0	0	0	-2
22	Cc1ccc(C)c(NC(=S)NCc2cccs2)c1	0.0	-0.1	7	.	-8	0	5	.
23	O=S(=O)(NCc1cccnc1)c1cc(Cl)ccc1Cl	.	.	.	.	-34	-3	-2	-2
24	CCN(CC)C(=O)Cn1cc(C(=O)C(=O)N2CCCc3ccccc32)c2ccccc21	6.8	0.7	-3	-5	-15	0	6	2
25	COCC(=O)N[C@@H]1C=C[C@@H](CC(=O)NCc2ccccc2OC)O[C@H]1CO	0.4	0.0	1	-3	-6	-8	7	-2
26	COc1ccc(NC(=O)CCNC(=O)c2ccco2)cc1Cl	1.4	0.3	1	3	-18	1	-4	10
27	CS(=O)(=O)c1ccccc1C(=O)Nc1ccc(-c2nc3ccccc3[nH]2)cc1	.	0.1	6	-1	-6	-9	.	58*
28	CCCC(=O)Nc1ccc2c(c1)OC[C@H](C)N(Cc1ccncc1)C[C@H](C)[C@H](OC)CN(C)C2=O	-0.2	0.4	3	-6	7	-2	6	6
29	Cc1noc(C)c1NC(=O)Nc1ccc2c(c1)C(=O)N([C@H](C)CO)C[C@H](C)[C@H](CN(C)CC1CCCCC1)OCCCC[C@H](C)O2	0.0	0.0	.	5	28	1	1	3
30	N#Cc1ccccc1COC(=O)c1ccc(Br)o1	.	-0.1	-1	1	-7	6	-6	9
31	Brc1ccc(OCCCCN2CCCCC2)cc1	.	0.3	-1	-3	-4	0	12	-10
32	COc1ccc(NC(=O)Nc2cccc3c2O[C@@H](CN(C)Cc2ccncc2)[C@@H](C)CN([C@@H](C)CO)C3=O)cc1	.	0.2	.	2	5	9	-4	0
33	CC/C(=C/c1sc2ccc(C)cc2[n+]1CCO)SC	0.7	-0.1	-7	.	-298	13	-5	.
34	NC(=O)c1ccc(NC(=O)CCNC(=O)c2ccco2)cc1	1.0	0.1	-10	.	-9	-4	1	.
35	COc1ccccc1NC(=O)C12CCC(C)(C(=O)C1)C2(C)C (configuration not stated)	0.0	0.1	-26	-1	-11	-4	12	-1
36	CN(C[C@@H]1[C@@H](c2ccccc2)[C@H](CO)N1C(=O)c1ccccc1)C(=O)C1CC1	-0.1	0.0	-1	2	-15	-2	-1	1

2 compounds picked at random from those above:
nr	Compound	E-sel inducer	XiGFP reactiv	FN deposit inh	RAD54 inh	RAD52 inh	S100A4 MyoIIA	EWS-Fli inh	esBAF inh
27	CS(=O)(=O)c1ccccc1C(=O)Nc1ccc(-c2nc3ccccc3[nH]2)cc1	.	0.1	6	-1	-6	-9	.	58*
32	COc1ccc(NC(=O)Nc2cccc3c2O[C@@H](CN(C)Cc2ccncc2)[C@@H](C)CN([C@@H](C)CO)C3=O)cc1	.	0.2	.	2	5	9	-4	0

New compounds follow
nr	Compound	E-sel inducer	XiGFP reactiv	FN deposit inh	RAD54 inh	RAD52 inh	S100A4 MyoIIA	EWS-Fli inh	esBAF inh
37	C[C@H]1CCCCO[C@H](CN(C)C)[C@@H](C)CN([C@@H](C)CO)C(=O)c2cc(N(C)C)ccc2O1	1.1	-0.3	.	7	-29	11	-1	4
38	c1ccc(-c2nc(NCCCn3ccnc3)c3oc4ccccc4c3n2)cc1	.	.	.	?	50	-3	14	4
39	O=C(Cn1cccc1C(=O)c1ccccc1)NCCCc1ccccc1	1.3	0.0	-1	.	-6	-4	.	.
40	COc1ccc(NC(=O)N(C)C[C@H]2Oc3ccc(NC(=O)Nc4cccc5ccccc45)cc3CC(=O)N([C@@H](C)CO)C[C@@H]2C)cc1	0.9	0.0	-3	11	17	5	-1	-3
41	Oc1ccc(/C=N/N=C/c2ccc(O)c(O)c2)cc1O	-0.1	0.3	-2	-6	1	-3	35	-2
42	O=c1cc(CN2CCN(c3ccc(Cl)c(Cl)c3)CC2)c2c(ccc3ccccc32)o1	0.1	0.0	-7	4	-15	-4	6	-7
43	CN(Cc1c(C(=O)N/N=C/c2cccc(O)c2)nnn1-c1nonc1N)C1CCCCC1	.	0.0	-8	4	-7	-6	.	2
44	C[C@@H]1CN([C@@H](C)CO)C(=O)c2c(c3ccccc3n2C)-c2ccccc2CO[C@H]1CN(C)Cc1ccc(C(F)(F)F)cc1	0.8	-0.1	11	.	2	-4	6	.
45	COc1ccc(NC(=O)COc2ccc(Br)cc2)c(OC)c1	0.0	0.1	7	-2	-10	-3	-3	16
46	CC(CNC(=O)CN1C(=O)c2cccnc2Oc2ccc(Cl)cc21)c1ccccc1 (configuration not stated)	.	0.1	-18	13	-14	4	.	-10
47	c1ccc(N/N=C2\CCCc3ccccc32)nc1	.	0.0	-2	1	4	0	-4	8
48	CC1(C)CC(=O)C(C(=O)C2CCN(S(=O)(=O)c3ccccc3)CC2)C(=O)C1	.	0.0	0	.	-3	-6	6	.
49	C[C@@H]1CN([C@@H](C)CO)C(=O)c2cc(C#CC3CCCCC3)cnc2O[C@H]1CN(C)C(=O)NC1CCCC1	0.8	-0.7	-4	12	14	11	-1	-7
50	CCCCC1(C)OC(=O)C(=Cc2ccc(-c3ccc(Cl)c(C(=O)O)c3)o2)C(=O)O1 (configuration not stated)	-0.3	-0.1	-2	.	-37	12	-6	.
51	Cc1nc2c(c(=O)c3ccccc3n2C)c(=O)n1-c1ccccc1	0.1	0.3	-8	-12	-23	-1	11	.
52	COCC#Cc1cnc2c(c1)C(=O)N([C@@H](C)CO)C[C@H](C)[C@@H](CN(C)C(=O)Cc1ccncc1)O2	-0.2	0.5	5	-9	.	-3	-6	2
53	COCCCNC(=O)C1CCN(c2ccc(N3CCOCC3)nn2)CC1	0.0	-0.2	8	2	-12	1	4	.
54	COCCCNC(=O)C[C@H]1C[C@H](C(=O)N2CCOCC2)[C@@]2(C)c3[nH]c4cc(-c5ccco5)ccc4c3CCN2C1=O	0.0	0.0	-2	-12	-12	-7	-3	8
55	CC1(C)Nc2cccc3cccc(c23)N1	0.1	0.0	-4	9	65*	-8	-8	4
56	CC(C)N(C(=O)CSc1nc2ccccc2c(=O)[nH]1)C(C)C	.	0.1	4	.	-8	-1	-14	.
